IDE cell inh = human IDE inhibitors in live cells, primary screen, fluorescence polarization, HEK cells, FAbetaB substrate. Insulin-degrading enzyme (Homo sapiens), P14735. FAbetaB cleavage. inhibition, % at 5.59 µM. 320,000 compounds, 0.41% hits;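 active = percent inhibition above the average of all tested compounds plus 3 SD, set per screening campaign, cut at about 16% in these data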;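 note: IDE supplied by intact live HEK cells; FP after avidin binding of uncleaved biotin substrate so inhibition keeps polarization high; 0% = DMSO wells and 100% = 60 µM reference IDE inhibitor Ii1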
CHRM5 agonist = human M5 muscarinic receptor agonists, primary screen, CHO-K1 cells, Fluo-8 calcium fluorescence. Muscarinic acetylcholine receptor M5 (Homo sapiens), P08912. CHO-K1 hM5 cells; 0% DMSO wells, 100% maximal acetylcholine response. activation, % at 3 µM. 360,000 compounds, 0.19% hits. AID 624037, 2012;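 active = activation above the run's mean over test compounds plus 3 SD, cut at about 23% in these data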;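 note: signal is peak over basal fluorescence ratio across the kinetic read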
Target sequence (P08912 whole entry, looked up): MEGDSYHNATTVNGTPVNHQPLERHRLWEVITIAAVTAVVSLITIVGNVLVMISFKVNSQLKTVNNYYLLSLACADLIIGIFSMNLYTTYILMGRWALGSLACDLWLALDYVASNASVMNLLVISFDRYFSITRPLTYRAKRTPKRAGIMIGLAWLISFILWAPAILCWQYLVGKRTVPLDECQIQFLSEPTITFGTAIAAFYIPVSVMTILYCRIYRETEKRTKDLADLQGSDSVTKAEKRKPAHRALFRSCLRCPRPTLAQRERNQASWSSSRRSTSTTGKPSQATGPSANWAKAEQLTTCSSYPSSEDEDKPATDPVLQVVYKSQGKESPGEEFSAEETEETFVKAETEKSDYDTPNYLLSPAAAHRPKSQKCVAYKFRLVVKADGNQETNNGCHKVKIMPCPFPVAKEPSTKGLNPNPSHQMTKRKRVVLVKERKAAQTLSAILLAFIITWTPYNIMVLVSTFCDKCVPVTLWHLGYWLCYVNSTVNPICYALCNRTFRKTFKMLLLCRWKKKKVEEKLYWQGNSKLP
CHRM5 antagonist = human M5 muscarinic receptor antagonists, primary screen, CHO cells, Fluo-8 calcium fluorescence; 360,000 compounds, 0.59% hits; CHO-hM5 cells, ACh EC80; Muscarinic acetylcholine receptor M5 (Homo sapiens), P08912; inhibition, % at 3 µM; AID 624040, 2012;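 active = inhibition above a per-plate cutoff, the mean of that plate's test compounds plus 3 SD, cut at about 27% in these data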;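 note: 0% = acetylcholine EC80 with DMSO and 100% = DMSO without agonist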
CHRM5 PAM = human M5 muscarinic receptor positive allosteric modulators, primary screen, CHO-K1 cells, Fluo-8 calcium fluorescence; CHO-K1 hM5, ACh EC20 PAM; 0% = ACh EC20, 100% = ACh EC100; AID 624038, 2012; 360,000 compounds, 0.3% hits; activation, % at 3 µM; Muscarinic acetylcholine receptor M5 (Homo sapiens), P08912;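 active = activation above the run cutoff, the mean activation of all test compounds plus 3 SD, cut at about 18% in these data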
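Assay system: CHO-K1 hM5 cells / Incubation: Fluo-8 loading 80 min at 37 °C plus 30 min room temperature / Technique: Fluo-8 calcium dye fluorescence, kinetic read / Repeats: single replicate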
CRFBP-R2 agonist = agonists of CRF-BP/CRF-R2 complex, primary screen, cell-based, HEK293, calcium dye fluorescence, uHTS | CRF-binding protein / CRF receptor 2 complex (human) | calcium dye fluorescence (FLIPR); percent of saturating CRF peptide response | activation, % at 13.2 µM | 350,000 compounds, 0.46% hits | AID 588473, 2011;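 active = activation of at least 50%, plus an integration ratio under a set limit after plate pattern correction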;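 note: plate controls were neutral control wells without compound for no effect and CRF at EC100 for full effect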
CHRM4 agonist = human M4 muscarinic receptor agonists, primary screen, CHO-K1 cells, Fluo-8 calcium fluorescence; Muscarinic acetylcholine receptor M4 (Homo sapiens), P08173; CHO-K1 hM4/Gqi5; vehicle 0%, full acetylcholine response 100%; activation, % at 3 µM; 360,000 compounds, 0.14% hits;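 active = activation above the run mean over all test wells plus 3 SD, cut at about 32% in these data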;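 note: peak over basal fluorescence ratio per well then scaled between controls; 0% = DMSO wells and 100% = acetylcholine at EC100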
Target sequence (P08173 whole entry, looked up): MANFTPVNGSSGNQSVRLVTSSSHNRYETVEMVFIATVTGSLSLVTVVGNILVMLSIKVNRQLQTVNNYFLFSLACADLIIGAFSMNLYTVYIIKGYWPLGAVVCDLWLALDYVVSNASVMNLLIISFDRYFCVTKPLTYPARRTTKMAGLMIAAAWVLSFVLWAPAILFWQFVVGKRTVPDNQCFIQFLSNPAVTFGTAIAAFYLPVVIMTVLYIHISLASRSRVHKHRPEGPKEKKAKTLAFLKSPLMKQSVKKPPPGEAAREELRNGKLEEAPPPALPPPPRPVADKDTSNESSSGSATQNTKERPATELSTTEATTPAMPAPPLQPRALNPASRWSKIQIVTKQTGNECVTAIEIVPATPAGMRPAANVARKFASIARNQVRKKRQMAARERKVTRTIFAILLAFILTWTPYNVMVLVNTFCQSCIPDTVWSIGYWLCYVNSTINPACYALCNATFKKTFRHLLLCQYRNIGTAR
CHRM4 PAM = human M4 muscarinic receptor positive allosteric modulators, primary screen, CHO-K1 cells, Fluo-8 calcium fluorescence. 360,000 compounds, 0.4% hits. CHO-K1 hM4/Gqi5, ACh EC20; 0% = ACh EC20, 100% = maximal ACh. Muscarinic acetylcholine receptor M4 (Homo sapiens), P08173. AID 624126, 2012. activation, % at 3 µM;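 active = activation above its plate's cutoff, the mean activation of sample wells plus 3 SD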; note: some results filed as inactive read as strong as hits
M4 antag = human M4 muscarinic receptor antagonists, primary screen, CHO cells, Fluo-8 calcium fluorescence; Muscarinic acetylcholine receptor M4 (Homo sapiens), P08173; CHO-hM4 cells, ACh EC80; inhibition, % at 3 µM; 360,000 compounds, 0.73% hits;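 active = inhibition above its plate's cutoff, the mean inhibition of sample wells plus 3 SD, cut at about 27% in these data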;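 note: 0% = acetylcholine EC80 with DMSO and 100% = DMSO without agonist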
CRFR2-BP antag = antagonists of CRF-BP/CRF-R2 complex, primary screen, cell-based, HEK293, calcium dye fluorescence, uHTS. CRF-induced calcium fluorescence. inhibition, % at 11.8 µM. 350,000 compounds, 0.59% hits;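 active = inhibition of the ligand-induced calcium signal above about 50% at the single tested concentration, limit read from the data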
Active calls of the source: *; / = no result given.

Start of the data: the first 2 entries, ahead of the listing:
1	CC(=O)c1cn(C2OC(CO)C3OC(C)(C)OC32)c(=O)n(C)c1=O (stereo unspecified)
2	COC(=O)c1cnc(SCC(=O)c2ccccc2)n1C

compound no.,1,2
IDE cell inh,-4,-3
CHRM5 agonist,0,-2
CHRM5 antagonist,6,3
CHRM5 PAM,-11,2
CRFBP-R2 agonist,-0.7,0.0
CHRM4 agonist,0,1
CHRM4 PAM,-9,-4
M4 antag,7,8
CRFR2-BP antag,2,10

The whole of this part, previewed entries included:
1	CC(=O)c1cn(C2OC(CO)C3OC(C)(C)OC32)c(=O)n(C)c1=O (stereo unspecified)
2	COC(=O)c1cnc(SCC(=O)c2ccccc2)n1C
3	CN(CC(=O)Nc1ccc(Cl)c(C(F)(F)F)c1)C(=O)CCN1C(=O)C2CC=CCC2C1=O (stereo unspecified)
4	O=C(CCN1CCCC1=O)NC1CCCc2c1cnn2-c1ccccc1F (stereo unspecified)
5	Cc1cc(C(=O)N2CCN(C(c3ccccc3)c3ccccc3)CC2)on1
6	COC(=O)C1CSC(C(=O)OC)N1C(=O)CN1CCN(c2ccc(OC)cc2)CC1 (stereo unspecified)
7	Clc1nnc(N2CCCCC2)c2ccccc12
8	Cc1noc(C)c1S(=O)(=O)N1CCN(S(=O)(=O)c2ccccc2C#N)CC1

compound no.,1,2,3,4,5,6,7,8
IDE cell inh,-4,-3,6,10,1,4,5,0
CHRM5 agonist,0,-2,4,-2,-5,1,-2,-3
CHRM5 antagonist,6,3,5,-2,5,3,-3,11
CHRM5 PAM,-11,2,-3,3,-10,-1,-3,2
CRFBP-R2 agonist,-0.7,0.0,1.4,21,-4.0,-2.2,-0.2,-0.2
CHRM4 agonist,0,1,11,-1,-2,1,0,1
CHRM4 PAM,-9,-4,-2,2,-5,2,-2,-6
M4 antag,7,8,-11,-6,-7,5,-3,4
CRFR2-BP antag,2,10,-13,54*,29,-4,21,2

9	CCOc1cc(C(=O)N(C)Cc2cc3ccccc3[nH]c2=O)cc(OCC)c1OCC
10	COc1cc(CN(C(=S)NCC(=O)N2CCCC2)C2CCCC2)cc(OC)c1OC
11	Fc1ccccc1N1CCN(CC2CCCCC2)CC1
12	C=CCOC(=O)C1=C[C@H](c2ccc(Br)cc2)C[C@H](OCc2ccc(CO)cc2)O1
13	Cc1ccc(C=Nc2ccccc2C(N)=O)cc1
14	CCCOc1ccc(N2C(=O)CC(NCCc3ccc(S(N)(=O)=O)cc3)C2=O)cc1 (stereo unspecified)
15	Cc1cc(C)c(NS(=O)(=O)c2ccccc2)c(C)n1
16	Cc1ccc(Nc2nc(N)c3ccccc3n2)cc1C

compound no.,9,10,11,12,13,14,15,16
IDE cell inh,0,-2,1,-5,-8,-2,/,/
CHRM5 agonist,1,-4,-6,-1,2,0,0,0
CHRM5 antagonist,2,10,4,7,-6,1,-6,10
CHRM5 PAM,-3,-1,1,-4,-1,2,-2,-1
CRFBP-R2 agonist,0.6,0.7,3.4,-0.2,-1.2,0.0,3.3,-0.7
CHRM4 agonist,3,0,-1,2,-1,0,1,1
CHRM4 PAM,3,-1,-5,9,1,-2,-1,1
M4 antag,0,-3,0,-4,-8,9,5,-4
CRFR2-BP antag,-10,-5,-22,6,0,5,-2,-8

17	COc1cccc(N/C=C/C(=O)c2ccc(Br)cc2)c1
18	O=C(NNC(=O)c1cccs1)c1ccc(Br)cc1
19	CC(C)OCCCNC(=O)[C@H]1N2C(=O)c3ccccc3C2SC1(C)C (stereo partly specified)
20	O=C(Nc1ccccc1N1CCOCC1)c1ccc(S(=O)(=O)NCc2ccco2)cc1
21	C=CCN1C(=O)CN=C1Nc1ccccc1
22	O=S(=O)(NCCN1CCOCC1)c1cc(Cl)ccc1Cl
23	Cc1cc(C)n2nc(C(=O)OCC(=O)NC3CCCCC3)nc2n1
24	N#C/C(=N/Nc1ccc(S(=O)(=O)N2CCOCC2)cc1)C(N)=O

compound no.,17,18,19,20,21,22,23,24
IDE cell inh,-3,5,5,-4,3,4,-5,3
CHRM5 agonist,-4,0,-1,1,-3,-2,1,-4
CHRM5 antagonist,1,10,-4,10,0,10,5,4
CHRM5 PAM,3,0,3,2,-5,-1,-1,11
CRFBP-R2 agonist,1.9,1.1,-0.6,1.9,2.0,-1.6,-0.5,-1.6
CHRM4 agonist,0,1,1,2,0,1,0,0
CHRM4 PAM,5,-3,0,11,-1,1,4,1
M4 antag,3,4,-24,-9,-1,-7,0,-9
CRFR2-BP antag,-18,3,-27,-4,5,-1,3,3

An excerpt of these results, with values ahead of the structure.
No.	IDE cell inh	CHRM5 agonist	CHRM5 antagonist	CHRM5 PAM	CRFBP-R2 agonist	CHRM4 agonist	CHRM4 PAM	M4 antag	CRFR2-BP antag	SMILES
13	-8	2	-6	-1	-1.2	-1	1	-8	0	Cc1ccc(C=Nc2ccccc2C(N)=O)cc1
14	-2	0	1	2	0.0	0	-2	9	5	CCCOc1ccc(N2C(=O)CC(NCCc3ccc(S(N)(=O)=O)cc3)C2=O)cc1 (stereo unspecified)
15	/	0	-6	-2	3.3	1	-1	5	-2	Cc1cc(C)c(NS(=O)(=O)c2ccccc2)c(C)n1
16	/	0	10	-1	-0.7	1	1	-4	-8	Cc1ccc(Nc2nc(N)c3ccccc3n2)cc1C
17	-3	-4	1	3	1.9	0	5	3	-18	COc1cccc(N/C=C/C(=O)c2ccc(Br)cc2)c1
18	5	0	10	0	1.1	1	-3	4	3	O=C(NNC(=O)c1cccs1)c1ccc(Br)cc1
19	5	-1	-4	3	-0.6	1	0	-24	-27	CC(C)OCCCNC(=O)[C@H]1N2C(=O)c3ccccc3C2SC1(C)C (stereo partly specified)
20	-4	1	10	2	1.9	2	11	-9	-4	O=C(Nc1ccccc1N1CCOCC1)c1ccc(S(=O)(=O)NCc2ccco2)cc1
21	3	-3	0	-5	2.0	0	-1	-1	5	C=CCN1C(=O)CN=C1Nc1ccccc1

Additional compounds
25	O=C(OCC(=O)N1CCN(c2ccccc2)CC1)c1cc(Br)ccc1Cl
26	COC(=O)c1cccc(NC(=O)c2cnccn2)c1
27	CC(=O)Nc1ccc(OCCOc2ccc(/C=C3\C(=N)N4N=C(C(C)C)SC4=NC3=O)cc2)cc1
28	COc1ccc(CN(C)CC(=O)Nc2ccc(N3CCOCC3)cc2)cc1OC
29	CCCN(CCC)CCCNC(=O)CC1Nc2ccccc2NC1=O (stereo unspecified)
30	COc1cc2[nH]c(=S)n(Cc3cccs3)c(=O)c2cc1OC
31	O=C(Nc1cccc(-c2ccc(N3CCOCC3)nn2)c1)c1ccccc1Cl
32	C/C(CC(=O)Nc1cccc2c1CCCC2)=N\NC(=O)c1cccc2ccccc12

compound no.,25,26,27,28,29,30,31,32
IDE cell inh,3,/,5,5,9,-1,-5,-2
CHRM5 agonist,-4,0,0,2,-3,4,3,-2
CHRM5 antagonist,8,0,5,-4,2,6,-2,5
CHRM5 PAM,-8,0,-4,5,-2,6,-7,-8
CRFBP-R2 agonist,0.6,-1.2,-2.4,-1.7,1.2,1.7,0.2,-1.0
CHRM4 agonist,3,2,3,1,0,2,7,2
CHRM4 PAM,3,4,2,8,2,9,0,-5
M4 antag,-13,-9,-12,0,15,-4,-3,-8
CRFR2-BP antag,3,2,7,16,-5,-10,5,10

33	COc1cccc(C(=O)NN2CCOCC2)c1
34	COc1cccc(C(=O)N2CCC[C@H]2C(=O)N2CCC[C@H]2C(=O)NCc2ccncc2)c1
35	COc1cc2ccccc2cc1C(=O)N1CCN(c2ccccn2)CC1
36	O=C(CN1CCN(Cc2ccccc2)CC1)N1N=CCC1c1ccccc1 (stereo unspecified)
37	CCNC(=S)N(CCCO)Cc1cc2cc3c(cc2[nH]c1=O)OCCO3
38	CC1(C(=O)N2CC3(CC(c4cccc(NC(=O)COc5ccc(Cl)cc5)c4)=NO3)C[C@@H]2C(N)=O)CC1 (stereo partly specified)
39	CCOC(=O)Cn1c(S(=O)(=O)Cc2cccc(F)c2)nc(-c2ccccc2)c1-c1ccccc1
40	COc1ccc(CNC(=O)Cn2c(=O)n(CC(=O)N3CCCCC3)c(=O)c3sccc32)cc1

compound no.,33,34,35,36,37,38,39,40
IDE cell inh,3,/,-9,0,7,1,4,4
CHRM5 agonist,-2,1,-2,-5,5,-3,-1,-2
CHRM5 antagonist,8,5,1,5,12,16,3,11
CHRM5 PAM,-5,-5,5,1,-2,3,-9,-2
CRFBP-R2 agonist,-1.1,/,0.7,3.2,-1.3,-1.3,1.7,-0.7
CHRM4 agonist,0,0,3,0,1,0,0,2
CHRM4 PAM,-5,0,-6,5,2,4,-20,4
M4 antag,-8,10,12,2,-9,-1,16,6
CRFR2-BP antag,8,/,-9,1,-7,-5,17,4

41	O=C(NCC(c1ccccc1Cl)N1CCCC1)C1CCN(C(=O)Nc2ccccc2)CC1 (stereo unspecified)
42	CC(C)(C)NC(=O)/C(=C/c1cccnc1)NC(=O)c1ccco1
43	CC(C)CCNC(=O)C1CCN(S(=O)(=O)c2ccc(-n3cnnn3)cc2)CC1
44	Cn1c(SCC(=O)Nc2nccs2)nnc1C1CC1
45	Cc1cccc(C(C)C)c1NC(=O)COC(=O)CNS(=O)(=O)c1ccccc1
46	c1cn2cc(CN3CCOCC3)nc2s1
47	CN(CC(=O)Nc1ccccc1Cl)C(=O)c1cc(=O)[nH]c2ccccc12
48	COc1cccc(S(=O)(=O)NCc2ccc(C(=O)NCc3ccccn3)cc2)c1

compound no.,41,42,43,44,45,46,47,48
IDE cell inh,0,5,4,3,-1,5,9,/
CHRM5 agonist,-12,0,-3,-3,2,0,-1,-6
CHRM5 antagonist,2,0,20,-9,8,-4,-5,13
CHRM5 PAM,-7,2,-3,6,-4,-1,-4,-3
CRFBP-R2 agonist,-0.9,-1.4,-1.1,1.9,0.1,-0.3,7.5,0.5
CHRM4 agonist,1,1,2,0,2,1,4,1
CHRM4 PAM,5,8,-9,2,3,9,14,5
M4 antag,-13,-1,-11,3,-7,-5,19,-3
CRFR2-BP antag,8,16,8,-1,3,1,2,-20

49	O=C(CC1CC2CCC1C2)NC1CCCCCCC1 (stereo unspecified)
50	Clc1ccc2[nH]c3c(c2c1)CNCC3
51	CC(C)(C)c1ccc(CC(=O)N2CCC2(C)C(=O)NS(=O)(=O)c2ccc(Cl)s2)cc1 (stereo unspecified)
52	CC12CCC3C(CCC4CC(O)CCC43C)C1CC(=O)C2 (stereo unspecified)

compound no.,49,50,51,52
IDE cell inh,-1,1,/,/
CHRM5 agonist,-3,-4,1,8
CHRM5 antagonist,17,5,-8,5
CHRM5 PAM,-3,0,2,-13
CRFBP-R2 agonist,-7.2,1.1,/,/
CHRM4 agonist,0,2,1,18
CHRM4 PAM,7,-3,1,-8
M4 antag,1,-6,7,-4
CRFR2-BP antag,-5,-9,/,/
